SW480 rereplic – induces DNA re-replication in SW480 colon adenocarcinoma cells. hit rate 1.8% among 340,000. Potency, µM (top dose mostly 46.1 µM), for inactives: top-dose re-replication activation, actives largely listed as activators. SW480 DNA re-replication, Hoechst DNA content imaging, 48 h; also: potency is read from the fitted curve at half-maximal effect; % of control where 0% means no effect; nearly all actives have a fitted effect of over 55% in size
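Treated cells incubate 48 hr (37 C, 5% CO2), are stained 40 min with Hoechst, and nuclear fluorescence is enumerated; a rise in nuclei with high DNA signal marks re-replication.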
MCF10A rereplic – induces DNA re-replication in MCF 10a normal breast cells; hit rate 2.9% among 350,000; AID 624296; MCF 10A DNA re-replication, Hoechst nuclear intensity, 48 h; Potency, µM (highest dose often 46.1 µM), without a hit: top-dose activity, positive = re-replication, most hits filed as activators; also: potency is read from the fitted curve at half-maximal effect; % of control where 0% means no effect; nearly all actives have a fitted effect of over 50% in size
IL-1B inflam inh – inhibitors of inflammasome signaling (IL-1 beta secretion) | THP-1 LPS/ATP IL-1B secretion, AlphaLISA, 16 h; stronger effect = lower value | activity change, % at 57.5 µM | hit rate 4.7% among 360,000 | AID 743279; in the data active = activity change below about -50%; inconclusive = mostly about -30% to -49%; also: % is scaled to controls: 0 for no effect and ±100 for the full control effect
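Secreted IL-1B measured by AlphaLISA bead assay after 16 h compound exposure of THP-1 cells; compounds (final up to 57.5 uM) added 1 h before LPS (250 ng/mL) and ATP (1.25 mM) stimulation; lower signal means less secretion.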
ATXN viability – viability counter-screen for ATXN expression inhibitors; S2 cells (HEK-293 line with an ATXN2-luciferase reporter) viability, CellTiter-Fluor protease fluorescence, 24 h; Potency, µM (titrated, usually from 56.7 µM), usual class: cytotoxic; hit rate 0.49% among 400,000; AID 651635; also: potency is read from the fitted curve at half-maximal effect; nearly all actives have a fitted effect of over 40% in size
HT1080 IDH1KD tx – toxicity to HT-1080 IDH1 knockdown cells (counter line); HT-1080 IDH1 knockdown viability, ATP luminescence, 48 h; Potency, µM (series often up to 46.1 µM), for inactives: at the top dose activity, negative = toxicity, hits mostly cytotoxic; hit rate 2% among 360,000; AID 686971;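 also: potency is read from the fitted curve at half-maximal effect; 0% = DMSO wells and -100% = cell-free medium wells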
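Luminescent ATP read-out (CellTiter-Glo, 10 min at room temperature) after 48 h compound exposure at 37 °C gave viability of IDH1-knockdown HT-1080 cells. Activity was normalised to DMSO and cell-free wells, then fitted as concentration-response curves.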
KB-3-1 cytotox – kills parental KB-3-1 adenocarcinoma cells; Potency, µM (doses to about 46.1 µM), for the others: top-dose activity change, negative = cytotoxic, most hits filed as cytotoxic; AID 1347075; hit rate 1.4% among 400,000; KB-3-1 viability, CellTiter-Glo ATP luminescence, 72 h; also: potency is read from the fitted curve at half-maximal effect; % is scaled to controls: 0 for no effect and ±100 for the full control effect; nearly all actives have a fitted effect of over 60% in size
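Screening of KB-3-1 cells (DMEM, 10% FBS, phenol-red free) ran from lowest to highest compound concentration; after 72 h at 37 °C viability was read luminescently and curves fitted.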
KB-V1 cytotox – KB-V1 MDR subline cytotoxicity. Potency, µM (doses to about 46.1 µM), for the others: at the highest dose activity change, negative = cytotoxicity, most hits filed as cytotoxic. hit rate 3.4% among 400,000. KB-V1 MDR cells viability, CellTiter-Glo, 72 h; also: potency is read from the fitted curve at half-maximal effect; % is scaled to controls: 0 for no effect and ±100 for the full control effect; nearly all actives have a fitted effect of over 60% in size
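Drug-selected KB-V1 cells, grown in DMEM lacking phenol red with 10% FBS, receive compound titrations; after three days at 37 degrees C, surviving cell ATP is quantified by CellTiter-Glo luminescence and responses normalized and curve-fitted.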
ATXN2 expr inh – inhibitors of ATXN2 expression; Potency, µM (top dose mostly 57 µM), for inactives: at the highest dose activity change, negative = inhibition, actives largely listed as inhibitors; HEK-293 ATXN2-luciferase reporter, luminescence, 24 h; hit rate 0.72% among 360,000; also: potency is read from the fitted curve at half-maximal effect; % is scaled to controls: 0 for no effect and ±100 for the full control effect; nearly all actives have a fitted effect of over 55% in size
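ATXN2-luciferase reporter cells (luciferase flanked by upstream and downstream ATXN2 gene portions) were treated 24 h at 37 °C with compounds at up to 57 uM. SteadyGlo luminescence gave expression; GF-AFC fluorescence gave viability.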
HT1080-NT tox – kills 2HG-producing HT-1080-NT fibrosarcoma cells; HT-1080-NT fibrosarcoma viability, CellTiter-Glo ATP luminescence, 48 h; Potency, µM (titrated, usually from 46.1 µM), for inactives: at the highest dose activity, negative = less viability, actives largely listed as cytotoxic; hit rate 1.6% among 360,000;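 also: NT is the 2HG producing partner of a matched IDH1 knockdown line; potency is read from the fitted curve at half-maximal effect; 0% = DMSO-treated cells and -100% = media-only wells without cells; nearly all actives have a fitted effect of over 55% in size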
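A 48-hour cytotoxicity screen used HT-1080-NT cells plated 2 hours before compound delivery. ATP-based CellTiter-Glo luminescence measured viability, normalized to DMSO and no-cell controls.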
* marks the source's active call; other numbers are inactive results; i = inactive; u = inconclusive; x = not tested or not shown; & = joins results of further samples; [ ] = dose if it differs, or a comment. Unless noted, calls follow the shape of the dose curve; as a rule, active = well fitted curve in the direction sought with a large enough effect; inconclusive = small, poorly fitted or top-dose-only effect, or another doubt; inactive = no such curve, though single readings can be large; an effect the other way counts as inactive or inconclusive.

SMILES	SW480 rereplic	MCF10A rereplic	IL-1B inflam inh	ATXN viability	HT1080 IDH1KD tx	KB-3-1 cytotox	KB-V1 cytotox	ATXN2 expr inh	HT1080-NT tox
O=C(Nc1ccc(Cl)cc1F)c1ccccc1Br	3%	1%	-8	u	10%	-2%	u	43%[activator]	13%
CCn1c(=O)c(C(=O)CN2CCc3ccccc32)c(N)n(Cc2ccccc2)c1=O	-1%	u	0	i	u	14%	u	4%	-2%
CC(=O)NC(CC(=O)OCC(=O)c1ccc(NC(=O)CC(C)C)cc1)c1ccccc1 (configuration not stated)	1%	-7%	2	i	1%	-2%	-3%	-7%	-3%
CNC(=O)CSc1nnc(-c2ccncc2)n1Cc1ccccc1	-3%	u	3	i	-5%	-1%	19%	1%	-4%
CCOC(=O)N1CCN(C(=O)c2c(O)c3cccc4c3n(c2=O)CC4)CC1	-8%	-5%	9	i	13%	6%	16%	0%	8%
CCOc1ccc2nc(SCC3CC3(Cl)Cl)[nH]c2c1 (configuration not stated)	21%	11%	-62*	i	u	u	u	24%	u
CCN1CCN(CCNC(=O)c2ccc(/C=C3/Sc4ccccc4N(Cc4ccccc4C)C3=O)cc2)CC1	7.3µM*	18µM*	23	u	21µM*	u	-6%	u	15µM*
O=C(Cc1ccccc1)Nc1cccc(C(=O)O)c1O	-118%[inhibitor]	20%	28	u	16%	-8%	34%	6%	1%
CC(NC(=O)c1cc(Br)cs1)C1CCCO1 (configuration not stated)	-3%	u	24	i	-1%	9%	-23%	-2%	-6%
CC(=O)N1CCc2cc3nc(C)cc(C)c3cc21	-5%	3%	-2	i	-5%	11%	-1%	-2%	-2%
Cc1ccc(S(=O)(=O)NCC(=O)N2CCCC2)cc1	-2%	-4%	10	i	3%	-1%	7%	0%	0%[9.24 µM]
Cc1cccn2c(=O)c3cc(C(=O)NCc4cccnc4)c(=N)n(CC4CCCO4)c3nc12 (configuration not stated)	u	2.3µM*	1	x	14%	1%	-1%	-17%	0%
COc1cc2[nH]c(C(=O)N3CCN(c4ccccc4F)CC3)cc2c(OC)c1OC	-3%	-4%	-1	u	0%	-3%	4%	x	-9%
COc1ccc(CCNC(=O)CCS(=O)(=O)c2cc3c(cc2Cl)NC(=O)CO3)cc1OC	x	x	x	i	x	23%	6%	-8%	x
O=C(NC(=S)NCc1ccccc1)c1ccccc1[N+](=O)[O-]	0%	-8%	18	i	-15%	1%	1%	9%	-13%
O=C(NCc1ccccc1)Nc1cccn(Cc2cccc(F)c2)c1=O	2%	2%	-6	i	5%	3%	u	4%	6%
CN1CCN(c2ccccc2NC(=O)c2ccc(-c3cccc(Cl)c3)o2)CC1	u	21µM*	i	u	-20%	u	4%	u	1%
CCN(CC)CCn1c2ccccc2c(=O)c2c(O)ccc(O)c21	-4%	2%	-3	u	6%	15%	-28%	-2%	-8%
C=C(C)c1cccc(C(C)(C)NC(=O)N(C)C2CCN(C)CC2)c1	-1%	-3%	-4	i	0%	4%	-3%	-15%	7%
Cc1ccc(/C=N/OC(=O)c2c(C)noc2-c2snnc2C)cc1	-5%	-1%	43	i	10%	-11%	-6%	24%	u
Cc1ccc(S(=O)(=O)n2nc(C)c(S(=O)(=O)N3CCOCC3)c2C)cc1	2%	7%	15	i	18%	-1%	-1%	-1%	17%
O=C(NCC(c1cccnc1)N1CCOCC1)c1ccc2c(c1)OCO2 (configuration not stated)	2%	0%	7	i	9%	2%	5%	7%	14%
Cc1ccccc1Nc1nc(N)nc(CSc2nnc(-c3ccccc3)n2C)n1	1%	1%	-20	u	10%	2%	0%	2%	-1%
Cc1ccc(S(=O)(=O)Nc2c3ccccc3nc(=O)n2-c2ccccc2)cc1	4%	0%	47	i	6%	6%	1%	-9%	14%
COc1cc(C(=O)NCC(=O)OC(C)C(=O)Nc2ncc(Cl)cc2Cl)cc(OC)c1OC (configuration not stated)	11%	-3%	0	i	16%	1%	-5%	x	14%
O=C(O)c1ccc(N/N=C/c2c(F)cccc2Cl)cc1	9%	-1%	11	i	-4%	5%	23%	u	-8%
Cc1ccc2cc3cc(C(=O)NCCCN4CCCC4=O)oc3nc2c1	-7%	2%	u	i	-1%	1%	0%	-2%	-7%
CNC(=O)COC(=O)c1ccc([N+](=O)[O-])cc1Cl	-6%	-8%	37	i	-1%	3%	7%	-9%[11.3 µM]	0%
Cc1ccc(N(CC(=O)N/N=C/c2ccc(OC3CSC3)cc2)S(=O)(=O)c2ccccc2)c(C)c1	-3%	-3%	-26	i	-7%	-6%	-3%	-16%	-4%
CC(=O)Nc1cc(C(=O)OC(C(=O)c2ccccc2)c2ccccc2)ccc1C (configuration not stated)	-12%	32%	-15	i	-2%	1%	16µM*	13%	-2%
COc1cc(/C=N/NC(=O)c2nc3ccccn3c2C)cc(OC)c1O	0%	13%	10	i	0%	-1%	-13%	-1%	-1%
COc1cccc(CNC(=O)[C@@H]2CCCN2C(=O)OC(C)(C)C)c1	x	x	-2	i	0%	4%	u	9%	3%
COc1ccc(/C=N/NC(=O)c2ccc3c(c2)NC(=O)C(C)(C)O3)cc1OC	11%	-16%	2	i	2%	0%	18%	1%	-2%
CSCCC(NC(=O)c1cccc(C)c1)C(=O)O (configuration not stated)	-30%[inhibitor]	5%	17	i	6%	-2%	5%	x	2%
Cc1cccc2c1N(CCOc1ccccc1Cl)C(=O)C2=O	17%	u	-8	i	8%	7%	-9%	-6%	5%
Cc1ccc(C)c(NC(=O)CN(C)C(=O)COc2ncnc3sccc23)c1	-3%	26%	10	i	21%	3%	u	-6%	12%
COc1ccc2cc(S(=O)(=O)n3cnc(C)c3)ccc2c1	-1%	1%	16	i	-1%	-3%	-4%	0%	3%
COC(=O)c1nn(-c2ccccc2)c(Cl)c1/C=N/O	-2%	0%	29	i	-2%	2%	0%	-12%[11.3 µM]	-5%
Cc1ccc(-c2nnc(CCC(=O)NCC3C4CC5CC(C4)CC3C5)o2)s1 (configuration not stated)	-2%	-21%	-2	i	3%	6%	5%	39%[activator]	0%
O=C(Cn1cnc2cc([N+](=O)[O-])ccc2c1=O)NCCc1ccc(F)cc1	-11%	1%	13	i	-6%	15%	-5%	12%	-2%
CCOC(=O)c1c(C)[nH]c(C)c1S(=O)(=O)N1CCC(C(=O)NCc2ccccc2)CC1	x	x	x	i	x	0%	u	-1%	x
NCCc1ccc(O)c(O)c1	u	-40%[inhibitor]	-1	i	-26%	0%&11%	5%&-3%	u	-23%
O=C(Nc1ncccc1O)c1ccc(S(=O)(=O)N2CCCCCC2)cc1	-3%	8%	19	i	-15%	-21%	u	-6%	-4%
CCOC(=O)/C=C1\CN(Cc2cc(OC)c(OC)c(OC)c2)S(=O)(=O)c2ccc(C(F)(F)F)cc21	u	1%	-26	u	-6%	u	u	u	0%
CCCc1n(CC(O)COCC2CC=CCC2)c2ccccc2[n+]1C (configuration not stated)	-3%	0%	7	i	-9%	-13%	0%	125%[activator]	-5%
Cc1nnc(NC(=O)CSc2nnc(-c3ccco3)n2C(C)C)s1	-5%	5%	33	x	7%	13%	-6%	-16%	7%
COC(=O)c1cccnc1NC(=S)NC1CCCCC1	2%	1%	10	i	15%	-9%	1%	-24%	15%
Cc1ccc(S(=O)(=O)Nc2ccccc2F)cc1C(=O)OC(C)C(=O)N1CCOCC1 (configuration not stated)	1%	-1%	7	i	-1%	-21%	u	-13%	-1%
CC(=O)c1ccc(S(=O)(=O)Oc2ccc(C(=O)O)cc2Cl)cc1	-2%	-2%	23	i	-1%	3%	0%	-12%	3%
CCOC(=O)c1cc2c(=O)c3cc(C)ccc3oc2nc1C	u	u	-2	i	12%	13%	10%	32%	29%
NNC(=O)c1ccc(COCC(F)(F)F)cc1	-11%	-1%	3	i	1%	6%	13%	16%	-6%
Cc1ccc(SCC(=O)NCc2ccccc2)cc1	9%	u	32	i	0%	-1%	0%	40%[activator]	1%
COc1cccc(NC(=O)CCNC(=O)Cn2cnc3ccccc3c2=O)c1	x	x	x	i	x	24%	12%	-9%	x
COc1ccc(-n2c(=O)c3c(c4cc(OC)ccc4n3C)n(Cc3cc(C)ccc3C)c2=O)cc1	x	x	x	i	x	-17%	u	7%	x
Cc1ccc(NC(=O)[C@@H]2CCCN2C(=O)c2cccs2)cc1S(=O)(=O)N1CCCCC1	-13%	29%	-11	i	-1%	3%	0%	4%	0%
CC1(C(=O)NCc2ccccc2)CSCC(=O)N1CCCN1CCOCC1 (configuration not stated)	x	x	17	x	-10%	-11%	-4%	x	0%
COCCn1c(C)cc(C(=O)COC(=O)CCN2C(=O)c3ccccc3C2=O)c1C	-15%	4%	1	i	-2%	-3%	-1%	0%	-1%
CCC(C)NC(=O)C1(N2C(=O)c3ccccc3C2=O)CCCC1 (configuration not stated)	1%	3%	0	i	2%	17%	3%	-9%	7%
O=C(O)c1ccccc1NS(=O)(=O)c1cccc2cccnc12	-4%	-1%	20	i	11%[9.24 µM]	18%	-11%	1%	9%
Cn1c(=O)c2c(ncn2CC(O)CNc2ccc(F)cc2)n(C)c1=O (configuration not stated)	-10%	-1%	16	i	5%	-1%	-5%	11%	4%
CCc1c(C)nc(N)nc1OCC(F)(F)C(F)F	-6%	16%	7	i	3%	14%	5%	-4%	10%

Compounds above containing bromine, in the order listed:
SMILES	SW480 rereplic	MCF10A rereplic	IL-1B inflam inh	ATXN viability	HT1080 IDH1KD tx	KB-3-1 cytotox	KB-V1 cytotox	ATXN2 expr inh	HT1080-NT tox
O=C(Nc1ccc(Cl)cc1F)c1ccccc1Br	3%	1%	-8	u	10%	-2%	u	43%[activator]	13%
CC(NC(=O)c1cc(Br)cs1)C1CCCO1 (configuration not stated)	-3%	u	24	i	-1%	9%	-23%	-2%	-6%

Assay outcomes from PubChem BioAssay.
